Source: PubChem (several laboratories)
Yeast superoxide – caloric restriction mimetics inhibiting age-related superoxide in yeast; S. cerevisiae aged cells, superoxide DHE fluorescence; hits give low values; superoxide response (% of plate mean), % at 10 µM; 0.18% of 330,000 active; AID 2690;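 active means superoxide response under a set limit, about three screen SD below normal, cut at about 65% in these data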;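 further: yeast aged for seven days with compound at 30 °C before DHE staining; 100% = average MFI of all compound-treated wells on the plate with controls excluded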
Efflux pump mplx – blocks antifungal efflux pumps in multiplex yeast assay; 0.44% of 330,000 active; AID 485275; S. cerevisiae Candida pump triplex, Nile Red efflux; inhibition, % at 10 µM;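 active means plate passing quality check with inhibition over a set limit, or well fluorescence over plate mean plus 4 SD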;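 further: Nile Red retained in pooled yeast measured as flow cytometry median fluorescence; 0% = buffer negative control and 100% = Enniatin B positive control; higher means more Nile Red kept so more efflux inhibition; some compounds called inactive have numbers as strong as hits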
AHR activator – activates the human aryl hydrocarbon receptor | P35869 | 2.5% of 320,000 active | AHR-responsive luciferase reporter cells, luminescence | activation, % at 5 µM; in the data active means activation above about 47%;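 further: 0% = vehicle wells and 100% = reference agonist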
Target sequence (P35869 whole entry, looked up): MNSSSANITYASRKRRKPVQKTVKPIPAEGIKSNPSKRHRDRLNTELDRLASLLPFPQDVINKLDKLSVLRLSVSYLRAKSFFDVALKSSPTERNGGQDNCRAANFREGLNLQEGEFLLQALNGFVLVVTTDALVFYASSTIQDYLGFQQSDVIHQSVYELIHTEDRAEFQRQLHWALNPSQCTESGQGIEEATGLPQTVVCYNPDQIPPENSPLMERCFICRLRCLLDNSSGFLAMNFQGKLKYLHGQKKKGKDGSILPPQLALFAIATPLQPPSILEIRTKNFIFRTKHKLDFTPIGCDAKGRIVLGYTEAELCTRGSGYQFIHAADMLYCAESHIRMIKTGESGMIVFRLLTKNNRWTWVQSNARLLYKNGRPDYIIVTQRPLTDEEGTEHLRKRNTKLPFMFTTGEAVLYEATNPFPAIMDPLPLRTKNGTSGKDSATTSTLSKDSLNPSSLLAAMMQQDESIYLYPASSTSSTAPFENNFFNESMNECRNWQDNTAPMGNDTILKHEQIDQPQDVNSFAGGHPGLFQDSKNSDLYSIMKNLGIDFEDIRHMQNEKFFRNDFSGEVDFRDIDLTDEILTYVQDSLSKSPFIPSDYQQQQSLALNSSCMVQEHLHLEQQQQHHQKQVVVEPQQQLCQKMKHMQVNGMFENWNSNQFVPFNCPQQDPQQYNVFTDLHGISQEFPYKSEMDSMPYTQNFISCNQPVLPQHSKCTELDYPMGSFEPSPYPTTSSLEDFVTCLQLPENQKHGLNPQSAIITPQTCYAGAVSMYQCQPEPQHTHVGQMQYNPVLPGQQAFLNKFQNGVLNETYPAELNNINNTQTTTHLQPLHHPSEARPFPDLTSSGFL
The depositor's hits bear a star. An excerpt, so the mix of outcomes need not match the whole.

No.	SMILES	Yeast superoxide	Efflux pump mplx	AHR activator
1	COc1ccc(N(C(C)C(=O)N/N=C/c2ccc(OCC(C)C)cc2)S(C)(=O)=O)cc1 (stereo not given)	113	-0.3	4
2	CCCOC(=O)c1ccc(N2C(=O)c3ccccc3C2=O)cc1	110	0.0	-1
3	Cc1ccc(NN=C2C(=O)OC(C)(C)OC2=O)c(C)c1	105	0.2	-1
4	CC(NC(=O)/C(C#N)=C/c1cn(-c2ccccc2)nc1-c1ccc(F)cc1)c1ccccc1 (stereo not given)	102	-0.1	-2
5	O=C(c1ccc(F)cc1)N1CCCCC(S(=O)(=O)c2ccccc2)C1=O (stereo not given)	98	0.2	4
6	Cc1cc(C)c(C(CC(=O)c2cccs2)C(C#N)C#N)c(C)c1 (stereo not given)	101	0.1	58*
7	Cc1ccc(S(=O)(=O)N(C)C[C@@H]2Oc3ccc(NC(=O)CCC(F)(F)F)cc3CC(=O)N([C@@H](C)CO)C[C@@H]2C)cc1	94	-0.2	5
8	CCN(CC)c1ccc(/C=N/NC(=O)CCC(=O)NCc2ccccc2)c(O)c1	98	-0.1	36
9	Cc1cccc(-c2nc(Nc3ccc(N4CCOCC4)cc3)c3ccccc3n2)c1	92	-0.3	56*
10	COc1ccc(S(=O)(=O)Nc2ccc3c(c2)C(=O)N([C@H](C)CO)C[C@H](C)[C@@H](CN(C)S(=O)(=O)c2cccs2)O3)cc1	105	0.1	-2
11	NC(=O)C1CCN(c2nc(-c3cccnc3)cs2)CC1	99	0.1	21
12	COc1ccc(S(=O)(=O)Nc2cccc3c2O[C@H](CN(C)C)[C@@H](C)CN([C@H](C)CO)C3=O)cc1	117	-0.2	0
13	CCc1ccc(C(=O)NC(=S)Nc2ccc3c(c2)OCCO3)cc1	102	0.1	2
14	O=C(CCCC(=O)NCc1ccccc1)NCc1ccccc1	105	-0.1	5
15	Cc1nn(-c2ccccc2)c(N)c1Sc1ccc([N+](=O)[O-])cc1	95	0.1	4
16	C[C@H](CO)N1C[C@H](C)[C@@H](CN(C)Cc2ccccc2)Oc2c(NS(=O)(=O)c3ccccc3)cccc2C1=O	89	1.0	0
17	COC(=O)/C(=C/c1ccco1)NC(=O)c1ccccc1	92	0.0	4
18	Cc1ccccc1NC(=S)N=Nc1c(O)n(C)c2ccc(S(=O)(=O)N3CCOCC3)cc12	107	-0.3	-1
19	CC12CCC(C(=O)Nc3ccccc3Cl)(C(Br)C1=O)C2(C)C (stereo not given)	92	-0.1	4
20	O=[N+]([O-])c1ccc2nc(NCCCO)nc(-c3ccccc3)c2c1	145	0.0	4
21	C[C@H](CO)N1C[C@H](C)[C@@H](CN(C)S(=O)(=O)c2ccccc2)Oc2c(cccc2N(C)C)C1=O	95	-0.3	2
22	Cc1ccc(Cn2cnc3ccccc32)cc1C	73	0.0	1
23	C[C@@H]1CN([C@@H](C)CO)C(=O)Cc2cc(NC(=O)Nc3cccc4ccccc34)ccc2O[C@@H]1CN(C)Cc1ccc(C(F)(F)F)cc1	83	0.3	6
24	O=C(CO/N=C/c1ccc(OC(F)F)cc1)N1CCc2ccccc21	87	-0.1	8
25	COc1ccc(NC(=O)Nc2cccc3c2O[C@@H](CN(C)CC2CCCCC2)[C@@H](C)CN([C@H](C)CO)C3=O)cc1	92	-0.4	1
26	COc1ccc(NC(=O)c2nc(-n3nc(C)cc3C)ccc2Cl)cc1Cl	88	-0.1	8
27	Cc1cc(Cl)ccc1NC(=S)NCCN1CCOCC1	94	-0.1	3
28	C=C1CC(C(=O)N/N=C/c2ccccc2)C1	93	0.3	25
29	C/C(=N\N1C(=O)c2ccccc2C1=O)c1cccc([N+](=O)[O-])c1	91	0.0	0
30	C[C@H](CO)N1C[C@H](C)[C@@H](CN(C)Cc2ccc(Cl)c(Cl)c2)Oc2ccc(NC(=O)Cn3cnnn3)cc2C1=O	99	-0.1	1
31	C=CCOc1c(Br)cc(/C=N\n2nnnc2N)cc1OC	83	-0.1	115*
32	CCN(CC)C(=O)c1ncn(C)c1C(=O)N(CC)CC	82	-0.2	-1
33	Cc1noc(C)c1NC(=O)N(C)C[C@H]1Oc2ccc(NC(=O)CCC(F)(F)F)cc2C(=O)N([C@H](C)CO)C[C@@H]1C	107	-0.3	-1
34	Cc1cccc(OCc2ccc(C(=O)Nc3ccc(F)cc3)cc2)c1	115	0.0	-5
35	Cc1ccc(C(=O)C(c2ccccc2)N2Cc3ccccc3C2=N)cc1 (stereo not given)	103	0.8	65*
36	COc1ccc(NC(=O)Nc2cccc3c2O[C@@H](CN(C)S(=O)(=O)c2cn(C)cn2)[C@@H](C)CN([C@H](C)CO)C3=O)cc1	77	-0.1	0
37	Nc1nc(SCC(=O)NNc2c(Cl)cc(Cl)cc2Cl)n[nH]1	87	0.0	6
38	Cc1ccc(OCCNc2ccc(C(F)(F)F)cc2[N+](=O)[O-])cc1	89	0.6	1
39	Cc1ccc(C(=O)c2cc([N+](=O)[O-])ccc2N2CCOCC2)cc1C	94	0.3	-1
40	C[C@H](CO)N1C[C@H](C)[C@H](CN(C)C(=O)Nc2ccc(F)cc2)Oc2c(NC(=O)c3ccc(-c4nccs4)cc3)cccc2C1=O	97	0.3	-2
41	FC(F)(F)c1cnc(NNC(=S)Nc2ccc(Cl)cc2)c(Cl)c1	140	-0.2	22
42	CN(C)N1C(N)=C(C#N)C(c2ccsc2)C2=C1CC(C)(C)CC2=O (stereo not given)	92	0.0	-2
43	O=C(COC(=O)c1cc(=O)[nH]c(=O)[nH]1)NCc1ccccc1	97	0.1	4
44	COc1ccc(-c2cc(C(=O)N3CCN(c4ncccn4)CC3)c3ccccc3n2)c(OC)c1	101	0.0	12
45	Cc1ccc(C(=O)NC(=S)Nc2cccc(NC(=O)c3ccccc3)c2)cc1[N+](=O)[O-]	97	-0.1	34
46	Cn1c(N/N=C\c2cccc(O)c2)cc(=O)n(C)c1=O	105	-0.1	5
47	COC(=O)C[N+](C)(C)CC#Cc1ccccc1	103	0.0	0
48	COc1ccc(CC(=O)NNc2ncnc3c2cnn3-c2ccccc2)cc1	144	0.0	51*
49	COc1ccc(-c2sc3ccc(-c4ccc5c(c4)OCO5)cc3c2-c2ccc(OC)nc2)cc1	109	-0.2	-1
50	COc1ccc(S(=O)(=O)Nc2ccc3c(c2)CC(=O)N([C@@H](C)CO)C[C@H](C)[C@@H](CN(C)S(=O)(=O)c2ccc(F)cc2)O3)cc1	125	0.8	2

(cont.)
No.	SMILES	Yeast superoxide	Efflux pump mplx	AHR activator
51	CC(NC(=S)Nc1ccc(S(N)(=O)=O)cc1)c1ccc2c(c1)OCO2 (stereo not given)	133	-0.1	-4
52	CCC(=O)Nc1ccc(NC(=S)NC(=O)Cc2ccccc2)cc1	81	0.2	6
53	Cc1ccc(NC(=S)N(Cc2cccs2)Cc2cc3cc(C)cc(C)c3[nH]c2=O)cc1	117	0.0	24
54	COc1cccc(NC(=O)CSC(N)=O)c1	93	0.0	-1
55	CC(=O)C1=C(c2ccccc2)NC(=S)NC1c1cc(Cl)c(OC(C)C)c(Cl)c1 (stereo not given)	94	0.1	-3
56	CC1=NNC(=O)C1CCC(=O)N/N=C/C(Br)=C/c1ccccc1 (stereo not given)	95	0.0	45
57	COC(=O)c1c(-c2ccc(S(C)(=O)=O)cc2)sc2cc(OC)ccc12	109	0.0	7
58	N#Cc1ccc(COC(=O)CSc2nnc(N)s2)cc1	119	0.0	1
59	CC(C)(C)c1ccc(OCC(=O)NNC(=S)NC(=O)c2ccccc2[N+](=O)[O-])c(Br)c1	100	-0.1	2
60	C[C@@H]1CCCCCCCCC(=O)OCCN(C(=O)OC(C)(C)C)[C@H](C)CCCCCCCCC(=O)OCCN(C(=O)OC(C)(C)C)[C@H](C)CCCCCCCCC(=O)OCCN1C(=O)OC(C)(C)C	80	0.2	0
61	CCN(CC1COc2ccccc2O1)S(=O)(=O)c1ccc(C)cc1 (stereo not given)	94	0.0	-1
62	Cc1ccc(S(=O)(=O)N2CC(=O)N3CCN(CCN)C3C2)cc1 (stereo not given)	75	0.0	0
63	O=C(NCc1ccccc1)c1cccc(COc2cc(Cl)ccc2Cl)c1	95	0.0	17
64	CC(/C=C/c1ccc2c(c1)OCO2)=N/NC(=O)COc1ccc(C)cc1	100	0.1	8
65	CCOCCCNC(=O)C(NC(=O)CNC(C)=O)c1ccc(C)cc1 (stereo not given)	96	-0.1	5
66	CC(C)NC(=O)N(C)C[C@H]1Oc2ccc(NC(=O)Nc3ccc(C(F)(F)F)cc3)cc2C(=O)N([C@H](C)CO)C[C@@H]1C	107	0.5	-2
67	O=C(N/N=C/c1cccnc1)c1cc(-c2cccs2)nc2ccccc12	92	-0.1	76*
68	NNC(=O)COc1ccc(-c2n[nH]c(C(F)(F)F)c2-c2ccc(Br)cc2)c(O)c1	103	-0.2	19
69	O=C(COC(=O)CCC(=O)c1cccs1)Nc1ncc(Cl)cc1Cl	99	0.1	5
70	CCc1ccccc1NC(=O)Cc1ccc(-n2cccc2)cc1	89	0.0	-4
71	O=[N+]([O-])c1ccc(O)c(/C=N/Nc2nc3ccccc3[nH]2)c1	99	-0.1	57*
72	Cc1cc(-c2csc(NC(=O)c3cccc(S(=O)(=O)N(C)C)c3)n2)c(C)n1-c1ccccc1	125	-0.1	6
73	CCOC(=O)CCCCCC(=O)Nc1ccc2c(c1)C(=O)N([C@H](C)CO)C[C@@H](C)[C@H](CN(C)Cc1ccc3c(c1)OCO3)O2	108	0.0	0
74	O=C(N/C(=C\c1cn(-c2ccccc2)nc1-c1ccccc1)C(=O)N1CCOCC1)c1ccccc1	108	0.1	17
75	COc1ccc(Cl)cc1NC(=S)NCc1ccc(S(N)(=O)=O)cc1	93	0.1	3
76	C[C@H](CO)N1C[C@H](C)[C@@H](CN(C)S(=O)(=O)c2cn(C)cn2)Oc2ccc(NS(=O)(=O)c3ccccc3)cc2C1=O	116	-0.4	-1
77	O=C(N/N=C/c1ccsc1)c1cc(-c2ccncc2)nc2ccccc12	113	0.1	39
78	CC(=O)Nc1ccc(/C(C)=N/NC(=O)CN(c2ccccc2Br)S(C)(=O)=O)cc1	103	0.4	6
79	O=C(NCc1ccc2c(c1)OCO2)c1c(-c2ccccc2)sc2ccccc12	130	0.2	35
80	COc1ccc(NC(=O)Nc2ccc3c(c2)C(=O)N([C@@H](C)CO)C[C@@H](C)[C@@H](CN(C)CC2CCCCC2)O3)cc1	83	-0.2	0
81	Cc1noc(C)c1S(=O)(=O)Nc1ccc2c(c1)C(=O)N([C@H](C)CO)C[C@H](C)[C@@H](CN(C)S(=O)(=O)c1ccccc1)O2	96	-0.2	-2
82	NS(=O)(=O)c1ccc(CCNC(=O)CSc2nc3ccsc3c(=O)n2CC(=O)O)cc1	102	0.0	-2
83	CN(Cc1ccccc1)C(=O)CCc1ccccc1	77	0.4	-2
84	CC(C)Cn1c(/C=C/c2ccccc2)nc2ccccc21	94	-0.1	84*
85	COc1ccc(C2CC(c3cccs3)=NN2C(=O)CSc2nc3ccccc3o2)cc1 (stereo not given)	93	0.2	93*
86	COCCn1c(=NC(=O)c2ccccc2[N+](=O)[O-])sc2cc(S(C)(=O)=O)ccc21	93	-0.1	22
87	C[C@H](CO)N1C[C@H](C)[C@@H](CN(C)S(=O)(=O)c2ccccc2)Oc2c(NC(=O)Cc3ccccc3)cccc2C1=O	75	-0.1	-1
88	COc1cc(/C=C2\Oc3ccc(C#Cc4ccc(O)cc4)cc3C2=O)cc(OC)c1	101	-0.2	-4
89	C[C@H]1CN([C@@H](C)CO)C(=O)c2cc(NC(=O)C3CCCCC3)ccc2O[C@H]1CN(C)CC1CCCCC1	85	-0.1	-1
90	C[C@H](CO)N1C[C@H](C)[C@@H](CN(C)C(=O)Nc2ccccc2)Oc2ccc(NC(=O)C3CC3)cc2C1=O	89	-0.3	0
91	CC(=O)Nc1ccc(NC(=O)c2ccccc2S(=O)(=O)c2ccccc2[N+](=O)[O-])cc1	94	-0.1	-3
92	Cc1nc(C)c(Cc2ccccc2Cl)c(=O)[nH]1	95	0.1	6
93	Cc1nn(-c2ccccc2)c(Cl)c1C(=O)NCc1cccs1	82	-0.1	3
94	N#Cc1ccc(-c2ccc(OCC(=O)NCCc3ccccc3)cc2)cc1	99	0.1	-3
95	CC1=C(C(=O)OCc2ccccc2)C(/C=C/c2ccccc2)N2C(=O)CCSC2=N1 (stereo not given)	77	0.1	4
96	COc1ccc2c3c(c(=O)oc2c1OCC(=O)O)CCCC3	96	0.2	3
97	CC(C)(C)NC(=O)c1oc2ccccc2c1COc1ccccc1	85	0.1	-3
98	Cc1noc(C)c1NC(=O)N(C)C[C@H]1Oc2c(NC(=O)Cc3ccccc3)cccc2C(=O)N([C@H](C)CO)C[C@@H]1C	105	0.2	-2

Fetched by compound from the list above:
No.	SMILES	Yeast superoxide	Efflux pump mplx	AHR activator
97	CC(C)(C)NC(=O)c1oc2ccccc2c1COc1ccccc1	85	0.1	-3
78	CC(=O)Nc1ccc(/C(C)=N/NC(=O)CN(c2ccccc2Br)S(C)(=O)=O)cc1	103	0.4	6
76	C[C@H](CO)N1C[C@H](C)[C@@H](CN(C)S(=O)(=O)c2cn(C)cn2)Oc2ccc(NS(=O)(=O)c3ccccc3)cc2C1=O	116	-0.4	-1
88	COc1cc(/C=C2\Oc3ccc(C#Cc4ccc(O)cc4)cc3C2=O)cc(OC)c1	101	-0.2	-4
77	O=C(N/N=C/c1ccsc1)c1cc(-c2ccncc2)nc2ccccc12	113	0.1	39
90	C[C@H](CO)N1C[C@H](C)[C@@H](CN(C)C(=O)Nc2ccccc2)Oc2ccc(NC(=O)C3CC3)cc2C1=O	89	-0.3	0
